# Bioassay records as filed in PubChem BioAssay.
# F-actin modifier: alters cytoskeleton assembly in HUVEC cells | 91,000 tested, 0.18% active | HUVEC TNFa F-actin phalloidin imaging, high content | AID 836 | inhibition, % at 2 µM;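 active = inhibition above the batch mean plus 3 SD and confirmed as a hit by visual image inspection, cut at about 30% in these data, passing the limit was not always enough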; also: strong numbers were not always called active
# IL1B cytotox: HUVEC cytotoxicity counter-screen, IL-1B stimulated; HUVEC cell count loss, Hoechst imaging; cell count reduction, % at 2 µM; 94,000 tested, 0.41% active;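 active = cell count reduction more than 3 SD above the screen-wide mean, cut at about 70% in these data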;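 also: normalized per plate to untreated control cells as the no-loss baseline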
# VCAM1 TNFa inh: reduces TNF alpha induced VCAM1 expression in HUVEC | HUVEC TNFa-induced VCAM-1 immunofluorescence, high-content imaging | inhibition, % at 2 µM | 95,000 tested, 0.48% active | AID 802;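 active = inhibition above the batch mean plus 3 SD, with images confirmed as a hit by eye, cut at about 37% in these data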;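 also: 0% = TNF-stimulated DMSO wells and 100% = unstimulated control wells; not every result past the cut was called active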
# hDAT+cocaine: changed human dopamine transporter uptake under cocaine IC80 | B-score at 10 µM | AID 449768 | LLC-PK1 hDAT cells, [14C]-dopamine uptake with cocaine IC80; actives deviate in either direction | 110,000 tested, 1.3% active | Q01959;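 active = Z score or B-score, a plate-position-corrected score, falls beyond the plate's 99.7% confidence bounds, in either direction; inactive = both scores lie inside the 99.7% bounds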;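 also: scored against the spread of the other compound wells on the same plate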
# Target sequence (Q01959 whole entry, looked up): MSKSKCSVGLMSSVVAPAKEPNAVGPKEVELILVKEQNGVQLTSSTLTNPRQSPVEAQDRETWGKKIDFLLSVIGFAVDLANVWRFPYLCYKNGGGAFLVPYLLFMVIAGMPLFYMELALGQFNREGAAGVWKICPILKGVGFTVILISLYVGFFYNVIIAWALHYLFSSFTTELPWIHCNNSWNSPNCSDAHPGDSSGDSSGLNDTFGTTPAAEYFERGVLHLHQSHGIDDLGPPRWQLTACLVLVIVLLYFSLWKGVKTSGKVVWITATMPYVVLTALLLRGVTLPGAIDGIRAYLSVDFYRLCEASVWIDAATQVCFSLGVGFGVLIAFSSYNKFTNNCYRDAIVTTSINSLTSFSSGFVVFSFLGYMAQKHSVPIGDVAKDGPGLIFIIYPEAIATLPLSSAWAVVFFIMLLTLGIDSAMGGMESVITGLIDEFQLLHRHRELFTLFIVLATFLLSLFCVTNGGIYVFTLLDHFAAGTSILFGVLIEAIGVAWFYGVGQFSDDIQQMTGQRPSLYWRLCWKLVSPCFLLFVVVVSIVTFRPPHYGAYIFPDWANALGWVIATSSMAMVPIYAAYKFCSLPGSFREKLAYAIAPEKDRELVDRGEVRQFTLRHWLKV
# MT1-MMP txn act: MT1-MMP promoter transcription activation. 86,000 tested, 0.16% active. activation factor at 10 µM. HT1080 MT1-MMP promoter luciferase reporter, luminescence, overnight; active compounds read high;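 active = activation factor of at least 2 for MT1-MMP transcription at 10 µM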
# LYP inh 2: blocks human PTPN22 phosphatase activity. recombinant LYP catalytic domain, DiFMUP fluorescence. inhibition, % at 2 µM. 96,000 tested, 0.21% active. AID 640;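 active = inhibition at 2 µM at or above a set limit, the screen mean plus 3 SD, cut at about 24% in these data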;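 also: 0% = DMSO with enzyme and 100% = enzyme fully blocked by orthovanadate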
# HUVEC tox TNFa: toxic to HUVEC cells under TNF alpha stimulation; 93,000 tested, 0.17% active; AID 848; HUVEC TNFalpha-stimulated, Hoechst cell count, imaging; cell count reduction, % at 2 µM;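 active = cell count reduction exceeding the screen mean by over 5 SD, scaled to untreated wells per plate, cut at about 78% in these data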;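 also: cells counted after 24 h of TNF alpha exposure following the 1 h pretreatment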
# Calb biofilm kill: kills Candida albicans biofilms. C. albicans biofilm + clotrimazole, Alamar Blue. inhibition, % at 6 µM. 85,000 tested, 0.14% active. AID 834;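 active = inhibition above 20%; inactive = inhibition below 20%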;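 also: preformed 24 hr biofilms exposed to compound for 48 hr; 0% = biofilm without compound and 100% = blank killed by clotrimazole plus chlorhexidine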
# Smad3 inh: Smad3 (human) transcription factor binding inhibition; P84022; TR-FRET Smad3/Dy647-FoxH1 peptide binding, europium anti-His; inhibition, % at 25 µM; 88,000 tested, 0.29% active; AID 630;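 active = compounds that reduce the energy-transfer binding signal between the protein and its labelled peptide by more than half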;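 also: 0% = Smad3 plus labelled peptide maximal FRET and 100% = peptide-only background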
# Target sequence (P84022 whole entry, looked up): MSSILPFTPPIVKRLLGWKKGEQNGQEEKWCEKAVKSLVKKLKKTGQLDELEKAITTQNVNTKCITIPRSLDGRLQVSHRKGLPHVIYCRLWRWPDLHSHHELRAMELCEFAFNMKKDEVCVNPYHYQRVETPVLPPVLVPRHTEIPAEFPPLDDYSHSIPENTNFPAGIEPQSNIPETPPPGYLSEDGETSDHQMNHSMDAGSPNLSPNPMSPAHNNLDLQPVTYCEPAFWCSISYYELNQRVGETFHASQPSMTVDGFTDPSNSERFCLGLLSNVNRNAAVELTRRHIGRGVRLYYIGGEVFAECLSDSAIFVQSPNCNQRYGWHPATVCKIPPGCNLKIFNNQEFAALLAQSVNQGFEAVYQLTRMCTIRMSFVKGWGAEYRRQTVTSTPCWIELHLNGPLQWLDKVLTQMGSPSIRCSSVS
# Numbers without * were called inactive; · = no result given; [ ] = dose if it differs, or a comment. An excerpt; rates above refer to the full screens.
SMILES,F-actin modifier,IL1B cytotox,VCAM1 TNFa inh,hDAT+cocaine,MT1-MMP txn act,LYP inh 2,HUVEC tox TNFa,Calb biofilm kill,Smad3 inh
CC1CCCCN1CCNC(=O)C1CCN(S(=O)(=O)c2cccc3cccnc23)CC1 (stereo unspecified),-2.8,4.7,7.9,-1.33,1.1,1.8,-3.9,3.9,-0.7
Cc1cnc(NC(=O)CCCc2nc3ccccc3s2)s1,-17.4,2.4,4.4,0.0968,1.1,17.3,-1.1,4.4,0.2[fluorescence artefact?]
COc1ccc(N2C(=O)c3ccccc3NC23CCC(C)CC3)cc1 (stereo unspecified),11.6,-15.2,-4.0,-1.2,·,-2.7,1.3,·,·
COc1ccc(NC(=O)Nc2cccc(C(=O)N3CCOCC3)c2)cc1OC,-2.8,0.4,13.4,-1.4,1.1,-13.7,-1.6,8.3,-4.3
CS(=O)(=O)c1nc(-c2ccco2)cc(C(F)(F)F)n1,-8.3,24.2,0.3,-1.47,1.3,10.0,-23.7,·,·
COC(=O)c1ccccc1NC(=O)CN(c1cc(OC)ccc1OC)S(C)(=O)=O,5.1,-46.8,10.8,1.64,1,-7.4,-28.7,5.1,12.4
O=C(CN1C(=O)c2ccccc2S1(=O)=O)N1CCN(c2ccccc2F)CC1,·,·,·,-0.75,1.3,·,·,-6.5,5.8
CC(=O)NCCn1c(SCC(=O)c2ccccc2)nc2ccccc2c1=O,3.7,-15.7,-2.7,2.21,1,-0.5,-22.7,3.7,-4.0
COc1ccc(S(=O)(=O)Nc2ccc(S(=O)(=O)N3CCCC3)cc2)cc1,41.3,9.5,10.4,0.015,1.3,-1.5,-44.6,9.7,2.4
Cn1c(CNc2nc3ccccc3n2CCN2CCCCC2)nc2ccccc21,0.9,-22.6,-10.9,-0.196,1.1,11.8,-31.1,0.3,-6.5
Cc1nn(-c2ccccc2)c(C)c1C(=O)OCC(=O)NC12CC3CC(CC(C3)C1)C2,6.2,3.0,1.0,3.05*,1.1,-11.7,-20.0,3.7,7.2
O=C(Nc1ccc2c(c1)oc1ccccc12)N1CCOCC1,-9.1,71.1*,-13.6,1.16,1.6,0.4,3.9,2.0,8.4
CC1=C(CC/C(C)=N/NC(N)=S)C(C)(C)CCC1,-2.8,-24.8,-6.0,0.587,1.1,2.4,-3.3,5.6,-2.7
CCCCS(=O)(=O)Nc1ccc(C(=O)NCC2CCCO2)cc1 (stereo unspecified),2.7,-4.3,-6.8,0.427,1.1,-4.3,-6.6,2.3,-5.9
CCN1CCN(c2ncnc3c2cnn3-c2ccc(C)cc2C)CC1,·,·,·,-1.39,0.9,·,·,5.3,2.8
CCC(Sc1nc2ccccc2c(=O)[nH]1)C(=O)O (stereo unspecified),·,-9.3,7.5,0.336,1.1,-8.3,-18.9,2.4,12.3
COc1cccc2c1OCC(C(=O)NCc1ccc(Cl)cc1Cl)=C2,0.2,-27.4,-1.1,0.189,·,1.2,-27.0,·,·
Cc1cc(NC(=O)C2C3C(=O)N(CCC(C)C)C(C(=O)NCc4ccccc4)C34C=CC2(C)O4)no1 (stereo unspecified),8.5,-28.1,-10.2,0.15,1.2,4.3,-50.0,6.4,-2.2
CCCCNC(=O)CC1N=C2c3ccccc3N=C(SCC(=O)Nc3cccc(C)c3)N2C1=O (stereo unspecified),6.3,19.8,4.6,0.443,·,12.3,-13.2,·,·
CCOCCCN1CC(C(=O)NCCc2ccccc2)CC1=O (stereo unspecified),0.9,28.8,8.3,-0.125,1,0.9,-8.4,6.4,4.0
CC(C)NC(=O)CCNC(=O)c1ccc(F)cc1,·,-10.0,·,0.338,1.2,-11.3,·,5.1,3.9
N#CC1=C2SCN(c3ccccc3)CN2C(=O)CC1c1ccccc1Cl (stereo unspecified),-1.3,-3.0,2.0,-0.474,1.1,0.6,-25.7,6.3,9.4
O=C(CC(=O)N/N=C/c1ccc(Cl)cc1Cl)NCc1ccccc1,-15.2,-12.7,4.7,-0.768,·,2.0,1.7,·,·
O=c1c2cc(Br)ccc2nc2n1CCCCC2,-15.9,-3.5,2.0,·,1.4,15.1,10.8,-0.8,23.9[fluorescence artefact?]
CCN(CC)S(=O)(=O)c1ccc2oc(C(=O)NCCCN3CCOCC3)c(C)c2c1,0.9,-87.2,4.2,-0.183,1.2,-14.8,-24.3,10.8,-0.8
O=C(NC1CCCCC1)c1cccs1,-7.5,-46.4,12.3,-0.225,·,-8.4,-4.1,3.2,-2.3
CCn1c(CNC(=O)c2ccco2)nnc1SCC(=O)Nc1cc(C)c(C)cc1Br,-11.2,-53.6,7.4,-0.052,·,-12.1,2.4,5.2,6.9
CS(=O)(=O)N(CC(=O)Nc1ccc2c(c1)OCO2)c1ccc(Cl)cc1,10.2,5.0,16.5,-0.0194,1.5,7.0,-6.5,0.9,-5.8
CC1Cc2nc(SCC(=O)c3ccccc3)n(Cc3ccccc3)c(=O)c2S1 (stereo unspecified),-3.7,6.0,4.9,0.0814,·,9.7,-38.5,12.0,3.2
Cc1ccc(C)n1NC(=O)c1ccccc1Cl,-9.1,7.4,14.5,-0.517,1,-3.3,-17.1,7.2,0.1
O=C(Nc1sc2c(c1C(=O)NC1CC1)CCCCCC2)c1ccco1,17.8,-11.1,6.5,-0.249,1.2,-14.2,-13.9,9.1,-26.4[fluorescence artefact?]
O=C(Nc1ccc(N2CCOCC2)nc1)c1ccc(Cl)cc1,21.6,-11.1,3.0,0.0105,·,2.3,-15.4,·,·
O=C(O)CCc1ccc(-c2ccccc2)n1CC(=O)O,12.6,6.4,6.3,-0.407,1,9.3,-30.5,11.1,-1.3
CCOc1ccc(OCCOCCOc2c(Cl)cccc2Cl)cc1,36.6,22.7,-8.7,-0.439,·,-4.3,-18.8,·,·
Cc1ccc(NC(=O)CCC(=O)OCCCC(F)(F)C(F)(F)F)cc1,3.8,14.0,10.0,0.996,1.2,-9.4,16.6,2.1,8.4
CCc1nnc2sc(-c3ccc(NC(=O)CSc4ccc(Cl)cc4)cc3)nn12,7.3,7.8,12.5,·,1.1,-2.5,-16.3,2.6,-136.2[fluorescence artefact?]

# Laid out differently: results already given
CC(=O)NCCn1c(SCC(=O)c2ccccc2)nc2ccccc2c1=O
  F-actin modifier = 3.7
  IL1B cytotox = -15.7
  VCAM1 TNFa inh = -2.7
  hDAT+cocaine = 2.21
  MT1-MMP txn act = 1
  LYP inh 2 = -0.5
  HUVEC tox TNFa = -22.7
  Calb biofilm kill = 3.7
  Smad3 inh = -4.0
COc1ccc(S(=O)(=O)Nc2ccc(S(=O)(=O)N3CCCC3)cc2)cc1
  F-actin modifier = 41.3
  IL1B cytotox = 9.5
  VCAM1 TNFa inh = 10.4
  hDAT+cocaine = 0.015
  MT1-MMP txn act = 1.3
  LYP inh 2 = -1.5
  HUVEC tox TNFa = -44.6
  Calb biofilm kill = 9.7
  Smad3 inh = 2.4

# New compounds follow.
SMILES,F-actin modifier,IL1B cytotox,VCAM1 TNFa inh,hDAT+cocaine,MT1-MMP txn act,LYP inh 2,HUVEC tox TNFa,Calb biofilm kill,Smad3 inh
Cc1ccc(C(=O)Nc2nc3c(s2)CCCC3)o1,-2.9,33.3,1.6,-0.131,·,-3.4,-13.8,-1.3,-3.5
S=c1nc(-c2ccccc2Br)[nH][nH]1,8.3,-34.7,-22.5,-1.14,1.2,-6.4,-42.6,3.3,-0.3
CCOC(=O)c1c(C)[nH]c(C(=O)COC(=O)c2[nH]c(C)c(C(C)=O)c2C)c1C,15.8,3.5,2.0,-0.0795,·,3.4,-9.5,·,·
CCCn1nnc(NC(=O)COc2ccc(CC)cc2)n1,16.1,2.8,-2.2,1.09,1.2,14.5,10.6,5.5,-5.0
O=C(NCc1ccco1)C1(S(=O)(=O)c2ccc(Cl)cc2)CC1,1.3,12.7,-1.6,1.4,1.1,10.1,7.4,3.4,13.1
CCCCn1c(CCCNC(=O)CC)nc2ccccc21,-1.9,-6.6,16.8,1.43,1.2,-6.0,-18.5,3.8,7.2
O=C(CN1CCN(c2ccc(F)cc2)CC1)NCC1CCCO1 (stereo unspecified),-26.0,-12.6,-4.5,0.365,1.3,-13.4,-2.3,11.1,5.5[fluorescence artefact?]
Cc1c(C(=O)NCc2ccccn2)oc2ccccc12,-29.9,-4.1,16.7,-0.203,1.8,1.3,2.2,5.0,6.0
c1ccc2c(CCNc3ncnc4nc[nH]c34)cccc2c1,-15.3,-32.8,-14.6,-0.194,1.3,6.6,·,5.3,5.6[fluorescence artefact?]
CC1CCCN(c2nc3c(c(=O)[nH]c(=O)n3C)n2CCSc2ncccn2)C1 (stereo unspecified),·,·,·,0.0492,1.1,·,·,0.4,1.6
Cc1cc2ccccc2n2c(SCC(=O)N3CCc4ccccc4C3)nnc12,6.1,-15.8,15.0,0.0435,1.1,-4.4,-20.0,-0.1,-4.4
CCOc1cc(CNn2cnnc2)ccc1OCC(=O)NC1CCCCC1,9.9,-2.9,-0.1,0.795,1.2,9.9,-16.4,5.2,7.3
O=C(NCC(=O)N1CCCC1)c1cccs1,22.8,-18.2,4.9,-0.818,1.4,16.1,9.8,·,·
CC(=O)n1nc(-c2cccnc2)nc1N,-12.1,-10.8,7.9,0.712,0.9,-1.3,-16.0,7.7,7.7
COc1ccc(NC(=O)c2oc3ccccc3c2NC(=O)COc2ccccc2OC)c(OC)c1,2.4,-32.3,-7.1,-1.19,1.1,9.5,-44.9,4.0,17.2[fluorescence artefact?]
CCCOC(=O)Cc1n[nH]c(=O)[nH]c1=O,17.2,0.5,10.2,-2.21*,1,-8.2,-8.4,·,·
O=C(Cc1cn2ccsc2n1)Nc1ccccc1Oc1ccccc1,2.6,5.4,-1.6,0.652,1.2,1.1,-5.3,5.8,7.2
Cc1c(N2C(=O)c3ccc(F)cc3C2=O)c(=O)n(-c2ccccc2)n1C,-15.5,-29.3,-0.1,-1.11,1.2,-3.1,2.1,6.8,1.0
COc1ccc2[nH]cc(CCN3C(=O)CCC3=O)c2c1,2.6,-3.5,14.6,0.573,1.2,-3.2,-25.4,5.1,7.1
O=C(OC1CCOC1=O)c1ccc(-c2nc3ccccc3s2)s1 (stereo unspecified),-9.5,-1.0,-0.2,-0.492,1.3,2.3,-4.1,4.8,-0.2[fluorescence artefact?]
O=C(CSc1ncn(-c2ccccc2)n1)c1cccs1,-5.2,-54.4,6.5,-0.216,1.6,3.5,-6.3,7.6,-4.5
COC(=O)c1cc2oc3ccccc3c2n1CC(=O)Nc1ccccc1OC,·,-3.9,0.5,-0.265,1.2,9.6,-20.6,6.5,-10.6
CCOC(=O)N1CCN(C(=O)/C(=C/c2ccc(OC)cc2)NC(=O)c2ccccc2)CC1,-9.7,-61.3,-3.9,1.2,·,-0.9,3.0,·,·
Cc1cccc(N2C(=O)c3cccnc3C2=O)c1,12.7,-5.8,23.4,0.832,1.1,-0.1,3.1,5.9,-16.1
O=C(CSc1nc2ccncc2[nH]1)Nc1ccccc1C(F)(F)F,·,·,·,-0.562,1.1,·,·,4.3,7.6
COCCn1nnnc1CN(Cc1cc2cc(OC)c(OC)cc2[nH]c1=O)C1CCCC1,-18.2,-26.3,-3.2,0.0155,1,-20.8,9.0,10.3,5.9
COc1ccc(S(=O)(=O)Nc2cc3c4c(oc3c3ccccc23)CCCC4=O)cc1,3.1,5.1,6.6,0.0262,·,8.6,-11.9,·,·
COc1ccccc1NC(=O)CSc1nnc(-c2ccccn2)n1Cc1ccco1,-5.5,7.5,-9.1,0.522,1,-12.9,-1.0,5.4,-2.5
Nc1ccc(-n2ccnc2)cc1,25.0,0.0,3.8,0.116,1.1,2.5,-29.6,1.3,5.8
Cn1c(/C=N/n2cnnc2)nc2ccccc21,6.1,85.1*,-44.1,-0.758,1.1,-3.7,-22.0,8.3,-10.4
